S3 lipid droplet – qHTS Assay for Lipid Storage Modulators in Drosophila S3 Cells; Drosophila S3 cells, BODIPY lipid droplet fluorescence, 18-24 h; cells fed with added oleic acid; lipid storage change, negative = inhibition, % at the top dose, mostly 46.1 µM; hits show Potency in µM; 0.64% of 320,000 active; AID 2685, 2010; active = well fitted inhibition curve with a large enough effect in the signal ratio, with a control signal flat, not every such curve was filed as active; inconclusive = small, poorly fitted or top-dose-only effect, or effect the other way, or a change in a side signal; the % refers to the signal ratio
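Laser-scanning cytometry quantifies lipid droplet accumulation (500–530 nm total intensity; droplet/cell object ratio) in oleic acid-fed (400 uM added) Drosophila S3 cells treated with a concentration series. 20 uM Triacsin C defined 100% inhibition.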
S3 lipid droplet cell count max – second read-out of S3 lipid droplet, no call of its own (marks repeat the call); cell number change, %; measured here: cell count max response;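 cells counted by Cell Tracker Red CMTPX staining in the red channel; peak over a dose series mostly up to 46.1 µM; percent activity relative to internal control wells on each plate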
* = called active by the depositor; i = inactive; ? = inconclusive; / = no result given. % is set by controls: 0 for no effect and ±100 for the full control effect; potency is the fitted concentration of half-maximal effect. Some of the compounds tested, so the mix of outcomes need not match the whole.

Every second line gives: S3 lipid droplet | S3 lipid droplet cell count max
> O=C(NC(=S)Nc1cccc(C(F)(F)F)c1)c1ccc2nonc2c1
  7.0% | -11.8
> O=c1n(Cc2ccc(Cl)cc2)c2sc3c(c2c2ncnn12)CCCC3
  ? | /
> CCCCOc1ccc(Br)cc1/C(C)=N/NC1=NCCN1
  ? | /
> O=C(NCc1ccncc1)c1ccc(Br)cc1
  i | 3.3
> O=C(Nc1cc(S(=O)(=O)N2CCOCC2)ccc1N1CCOCC1)c1cnccn1
  ? | /
> COCCCNC(=O)CCc1c(C)nc2c(c(C)nn2-c2ccccc2)c1C
  ? | /
> CC1(C)COC(c2ccc(F)c([N+](=O)[O-])c2)=N1
  ? | /
> CN(C)c1ccc(CN(C(=O)c2cccs2)C2CCS(=O)(=O)C2)cc1 (configuration not stated)
  i | 15.9
> NC(Cc1cccc2nsnc12)C(=O)O (configuration not stated)
  ? | /
> Cc1ccc([C@@H]2[C@@H]3C(=O)N(C)C(=O)[C@@H]3[C@]3(C)C(=O)N(Cc4ccccn4)CC(=O)N23)o1
  ? | /
> O=C(Nc1cccc(C(F)(F)F)c1)c1ccco1
  ? | /
> COc1cccc(-c2nn3c(-c4cccc(C)c4)nnc3s2)c1
  13.6% | -4.2
> Cc1c(Cl)cccc1NC(=O)CNc1ccccc1F
  4.9% | -10.9
> CC(C)=CCN1CCN(Cc2ccc(Oc3ncccn3)cc2)CC1CCO (configuration not stated)
  -5.9% | 13.2
> COC(=O)\C(C(C)=O)=C(/C=C/C=C/N(C)C)N(C)C
  ? | /

Reformatted field by field: part of the list above.
COc1cccc(-c2nn3c(-c4cccc(C)c4)nnc3s2)c1
  S3 lipid droplet = 13.6%	S3 lipid droplet cell count max = -4.2
Cc1c(Cl)cccc1NC(=O)CNc1ccccc1F
  S3 lipid droplet = 4.9%	S3 lipid droplet cell count max = -10.9
CC(C)=CCN1CCN(Cc2ccc(Oc3ncccn3)cc2)CC1CCO (configuration not stated)
  S3 lipid droplet = -5.9%	S3 lipid droplet cell count max = 13.2
COC(=O)\C(C(C)=O)=C(/C=C/C=C/N(C)C)N(C)C
  S3 lipid droplet = ?	S3 lipid droplet cell count max = /

(continued)
Every second line gives: S3 lipid droplet | S3 lipid droplet cell count max
> O=C(NCCCN1CCCC1=O)c1ccccc1NS(=O)(=O)c1ccc(Br)cc1
  ? | /
> Cc1ccc2c(CC(=O)NCc3ccco3)coc2c1C
  i | /
> CC(=O)c1cccc(NC(=O)Nc2cnn(Cc3ccc(F)cc3)c2)c1
  ? | /
> CCN(CC)S(=O)(=O)c1cccc(-c2cn3cccnc3n2)c1
  ? | /
> O=C(CCC(=O)N1CCOc2ccccc21)NCCCN1CCCCC1
  ? | /
> CCC1CCCCN1CCCNC(=O)c1ccc2c(c1)c(C)c(C)n2C (configuration not stated)
  ? | /
> CCCC(=O)Nc1ccc2oc(-c3cccnc3)nc2c1
  ? | /
> COC(=O)c1ccc(/C=N/n2cnnc2)cc1
  -12.9% | -3.4
> Cn1c(SCC(=O)NCc2ccco2)nnc1-c1cccs1
  ? | /
> O=C(c1ccco1)N1CCC(c2ccccc2)C1 (configuration not stated)
  9.2% | 11.5
> COc1ccc(NC(=O)C(=O)N/N=C\c2ccc(CNC(=O)C(=O)Nc3ccc(C)c(C)c3)o2)c(OC)c1
  i | 1.5
> Cc1ccc(OCC(=O)OCCN2C(=O)c3ccccc3C2=O)cc1C
  5.1% | 2.6
> CCNc1nc(NCC)n2c(SCC(=O)Nc3ccc(OC(F)F)cc3)nnc2n1
  i | 5.7
> CC(C)(C)CNC(=O)c1ccc2c(c1)S(=O)(=O)c1cc(Cl)ccc1C2=O
  ? | /
> CC(C)OC(=O)c1ccc(COc2ccc3ccc(=O)oc3c2)o1
  ? | /
> CCOC(=O)N1CCN(C(=O)c2cnn3c(C(F)F)cc(-c4ccc(C)cc4)nc23)CC1
  i | /
> CC(C)CCNC(=O)CCc1nnc2ccc(N3CCC(C)CC3)nn12
  7.2% | 5.4
> N#CCCN1CCN(C(=S)c2ccc(-c3cccc(Cl)c3)o2)CC1
  3.4% | -17.1
> Cc1cc(-n2cccn2)ccc1CN1CCN(CC(C)C)C(CCO)C1 (configuration not stated)
  -4.0% | 0.3
> CCCCNC(=O)C1c2ccccc2Oc2ccccc21
  ? | /
> COc1cc(=O)n2c(-c3ccccc3)csc2n1
  11.9% | -5.5
> CCN(CC)c1ccc(S(=O)(=O)N(CC)CC)cc1NC(=O)c1cccnc1
  6.5% | 10.1
> O=C(OCn1nnc2ccccc2c1=O)C1CCCCC1
  ? | /
> Cc1cc(OC(C)C(=O)NCCCN2CCOCC2)ccc1Cl (configuration not stated)
  ? | /
> CCc1ccccc1N(CC(=O)NCCSCc1ccco1)S(C)(=O)=O
  -0.6% | -6.2
> CC1(C)Oc2ccc(NC(=O)c3ccco3)cc2O1
  8.3% | -1.7
> COc1ccc(CCN2C(=O)CSC2c2ccc(F)cc2)cc1 (configuration not stated)
  ? | /
> COc1ccccc1-c1cc(C(F)(F)F)n2ncc(C(=O)N3CCc4ccccc4C3)c2n1
  4.7% | 27.8
> CNC(=S)Nc1ccc(Nc2ccccc2)cc1
  0.6% | -15.1
> CCOc1ccccc1N(CC(=O)NCc1ccco1)C(=O)CCC(=O)Nc1nccs1
  2.59µM* | -1.7*

Among those listed so far, nine have fluorine:
Every second line gives: S3 lipid droplet | S3 lipid droplet cell count max
> O=C(NC(=S)Nc1cccc(C(F)(F)F)c1)c1ccc2nonc2c1
  7.0% | -11.8
> CC1(C)COC(c2ccc(F)c([N+](=O)[O-])c2)=N1
  ? | /
> O=C(Nc1cccc(C(F)(F)F)c1)c1ccco1
  ? | /
> Cc1c(Cl)cccc1NC(=O)CNc1ccccc1F
  4.9% | -10.9
> CC(=O)c1cccc(NC(=O)Nc2cnn(Cc3ccc(F)cc3)c2)c1
  ? | /
> CCNc1nc(NCC)n2c(SCC(=O)Nc3ccc(OC(F)F)cc3)nnc2n1
  i | 5.7
> CCOC(=O)N1CCN(C(=O)c2cnn3c(C(F)F)cc(-c4ccc(C)cc4)nc23)CC1
  i | /
> COc1ccc(CCN2C(=O)CSC2c2ccc(F)cc2)cc1 (configuration not stated)
  ? | /
> COc1ccccc1-c1cc(C(F)(F)F)n2ncc(C(=O)N3CCc4ccccc4C3)c2n1
  4.7% | 27.8

Other results follow.
mol	S3 lipid droplet	S3 lipid droplet cell count max
NC(=O)c1ccc(NS(=O)(=O)c2ccc3ccccc3c2)cc1	11.4%	/
Cc1ccc(S(=O)(=O)N(C)C)cc1NC(=O)COC(=O)c1ccc2c(c1)OCCO2	-4.1%	-1.3
CN(C(=O)c1ccc2c(c1)CCO2)C(C)(C)C	?	/
C=CCN1C(=O)CSc2ccc(C(=O)N3CCC(C)CC3)cc21	12.7%	-5.2
Cn1cnnc1SCNC(=O)C(F)(F)F	?	/
COc1ccc(N2CCN(C(=O)c3ccc(CSc4ccccc4)cc3)CC2)cc1	?	/
Cc1ccc(S(=O)(=O)N2[C@@H](c3ccc(F)cc3)C(C(=O)O)=CC[C@H]2c2cccc(C)c2)cc1	7.0%	-7.7
COc1ccc(S(=O)(=O)N2CCCCC2)cc1NC(=O)c1c(F)cccc1Cl	?	/
Cc1ccccc1NS(=O)(=O)c1ccc(C(=O)NCC(c2ccco2)N2CCCCC2)cc1 (configuration not stated)	?	/
CC1CCCCC1NC(=O)CNC(=O)c1cccs1 (configuration not stated)	9.4%	9.8
Cc1[nH]c2c(Br)cccc2c1[C@H]1[C@@H](CC#N)C1(C)C	?	/
Cc1cc(NS(=O)(=O)c2ccc(NC(=O)/C=C/c3ccc(Br)cc3)cc2)no1	?	/
CC(=O)c1ccc(OCCCC(=O)n2nnc3ccccc32)cc1	-11.7%	11.2
COc1cc(-c2nnc(-c3cc(OC)c(OC)c(OC)c3)o2)cc(OC)c1OC	0.2%	0.7
NNC(=O)c1ccc(Cn2cc(Br)c(N)n2)cc1	0.7%	-14.8
O=C(CC12CC3CC(CC(Br)(C3)C1)C2)Nc1cccc(S(=O)(=O)NC2=NCCC2)c1	1.7%	-24.3
COc1ccc(S(=O)(=O)N2CCN(C)CC2)cc1C(=O)Nc1ccccc1	i	-9.7
COc1ccc(NC(=O)COC(=O)c2ccc(-n3cnnn3)cc2)c([N+](=O)[O-])c1	?	/
COC(=O)CCCCCCCCC(O)CN1CCCCC1 (configuration not stated)	?	/
Cn1ccsc1=NC(=O)c1ccc(Cl)cc1	5.5%	25.6
O=C(NCC(c1ccco1)N1CCN(c2ccccc2F)CC1)c1ccc2c(c1)OCO2 (configuration not stated)	?	/
O=S(=O)(c1ccc(Br)s1)N1CCN(Cc2ccc3c(c2)OCO3)CC1	?	/
COc1cc(COC(=O)c2cnc(C)cn2)c(OC)cc1Br	0.517µM*	4.6*
CCCc1nnc(NC(=O)CCC(=O)N2CCN(C3CCCC3)CC2)s1	i	-21.2
Cc1cc(C)c2c(N)c(C(=O)Nc3ccccc3F)sc2n1	-0.3%	-8.0
Cc1nc(NC(=O)CSc2cc(C)c3ccccc3n2)c(Cl)cc1Cl	?	/
C=CCNC(=O)c1ccccc1NS(=O)(=O)c1ccc(OC)c(C(=O)N2CCOCC2)c1	?	/
CCCCn1c(N)c(N(CCC(C)C)C(=O)COC(=O)c2ccc(CC)cc2)c(=O)[nH]c1=O	?	/
CCOC(=O)C1CCN(S(=O)(=O)CCNC(=O)c2ccccc2)CC1	-21.2%	-23.1
CC(C)N(CC#CCC(O)(c1ccccc1)C1CCCC1)CCO (configuration not stated)	?	/
COC(=O)CCNc1ccc2c(c1)OCCO2	?	/
CNC(=O)NC(=O)C(C)OC(=O)c1cc2c(s1)CCCCC2 (configuration not stated)	-16.6%	-3.4
COc1cc(C(=O)OCC(=O)NC23CC4CC(CC(C4)C2)C3)cc(OC)c1OC	?	/
COc1ccc(OC)c(CNc2ccc3c(c2)CCC3)c1	?	/
CCOc1ccc(S(=O)(=O)NCC2(N3CCCCC3)CCCCC2)cc1	?	/
O=C(Cn1cnc2cc([N+](=O)[O-])ccc2c1=O)NC(=O)NCc1ccccc1	12.2%	6.1
COc1ccc(-c2nnc(SCC(=O)NCc3ccco3)n2C)cc1	?	/
COc1ccc(OCC(O)Cn2cnc(-c3ccc(Br)cc3)c2)cc1 (configuration not stated)	-21.2%	-9.8
COc1cc(C(=S)N2CCC(C)CC2)ccc1O	?	/
c1ccc2c(c1)nc(NCC1CCCO1)c1nnnn12 (configuration not stated)	?	/
CCCCc1nnc(NC(=O)c2ccc3[nH]c(=O)c(=O)[nH]c3c2)s1	?	/
COc1ccc(SC[C@H](Cc2ccccc2)N2CC[C@@H](C)CCC2=O)cc1	?	/
COc1ccc(C(=O)CSc2nnc(CNc3ccc(C)cc3C)o2)cc1	i	/
COCCn1c(SCC(=O)Nc2cc(C)cc(C)c2)nnc1C(C)C	9.2%	-14.2
O=C(N/C=C\c1ccccc1)NCc1ccc(Cl)cc1	?	/
CCc1nc(SCC(=O)N2CC(=O)Nc3ccccc32)c2c(C)c(C)sc2n1	?	/
COc1ccc(NC(=O)CSc2nc3nc(C)cc(C)c3c(=O)[nH]2)cc1	i	/
Fc1ccccc1NC(=S)N1CCN(Cc2ccccc2)CC1	8.9%	5.5
Cc1noc(NS(=O)(=O)c2ccc(NC(=O)CSc3nc4c(cc3C#N)CCC4)cc2)c1C	?	/
COc1ccc(CN2C(=O)C(CC(C)C)Nc3ncnc(N4CCCCC4)c32)cc1 (configuration not stated)	?	/

The listing continues.
mol	S3 lipid droplet	S3 lipid droplet cell count max
COc1ccc(-c2cc(C(=O)NCCN3CCOCC3)no2)cc1OC	?	/
CCc1ccccc1NC(=O)CN(C1CCCCC1)S(C)(=O)=O	?	/
CC1=C(C(=O)Nc2ccc(CC(=O)NCc3ccc(OC(C)C)cc3)cc2)SCCO1	?	/
Cc1nn(-c2cc(N(S(C)(=O)=O)S(C)(=O)=O)c(Cl)cc2Cl)c(=O)n1C	-0.1%	5.5
Cc1cc(C)n(/C(=C\N(C)C)C(=O)c2ccc(Cl)cc2)n1	13.3%	15.9
CCOC(=O)c1c(CNCCN(CC)CC)n(C)c2cc(Br)c(OC)cc12	?	/
Cc1ccc(S(=O)(=O)N2CCN(S(=O)(=O)N3CCCCC3)CC2)cc1	13.1%	6.3

Screening data: PubChem BioAssay, National Center for Advancing Translational Sciences (NCATS)
